AT treatment: qHTS Assay for Identifying a Potential Treatment of Ataxia-Telangiectasia; […] A-T fibroblasts, KAP-1 phosphorylation AlphaLISA; neocarzinostatin DNA damage 30 min before lysis; Potency, µM (titrated, usually from 57.5 µM), without a hit: at the highest dose activation, usual class: activators; actives 0.19% (n = 320,000); AID 485349, 2010; also: potency is read from the fitted curve at half-maximal effect; % of control where 0% means no effect; nearly all actives have a fitted effect of over 45% in size
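ATM-like activity read as KAP-1 phosphorylation via AlphaLISA donor/acceptor antibody pairs after lysis and 6 hr at 25C. Cells were ATM-null patient fibroblasts ([…], hTERT), dosed 60 min, then exposed to the DSB inducer NCS for 30 min.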
Menin MLL FP TR: qHTS Assay for Inhibitors Targeting the Menin-MLL Interaction in MLL Related Leukemias: Competition With Texas Red Labeled MLL-derived Mutant Peptide | O00255 | AID 1768, 2009 | Menin + Texas Red MLL mutant peptide, fluorescence polarization | Potency, µM (doses to about 61.6 µM), for the others: top-dose FP activity change, negative = inhibition, hits mostly inhibitors | actives 0.23% (n = 270,000); active = well fitted inhibition curve with a large enough effect in the polarisation, with a control signal flat, not every such curve was filed as active; inconclusive = small, poorly fitted or top-dose-only effect, or effect the other way, or a change in a side signal; inactive = no such curve, though single readings can be large or run the other way; the % refers to the polarisation; also: potency is read from the fitted curve at half-maximal effect; % of control where 0% means no effect; many of its hits are not listed in these tables
TSHR antagonist: Antagonists of the Thyroid Stimulating Hormone Receptor: HTS campaign | Thyrotropin receptor (Homo sapiens), P16473 | TSHR-expressing cells, TSH-stimulated cAMP HTRF, 2 h; active compounds read low | activity change, negative = inhibition, % at 11.5 µM | actives 0.2% (n = 330,000);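 active = activity change below a set negative limit, meaning inhibition stronger than a set level, cut at about -70% in these data; inconclusive = activity change between two set negative limits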; also: % is scaled to controls: 0 for no effect and ±100 for the full control effect
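Read-out is FRET at 665 nm (cryptate excitation 337 nm) from a cryptate-tagged anti-cAMP antibody, competed by cell cAMP against cAMP-d2. Compounds are tested on freshly harvested TSHR cells challenged with 4nM TSH (EC80) for 2 hours at 37 deg C.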
TCR act: Activators of T cell receptors: qHTS campaign | primary human leukocytes, anti-CD3, IL-2 HTRF, 48 h | Potency, µM (titrated, usually from 9.22 µM), inactives show at the highest dose activation of IL-2 secretion, usual class: activators | 330,000 tested, under 10 active; also: % of control where 0% means no effect
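IL-2 release read by HTRF sandwich (Eu cryptate donor, d2 acceptor, 665 nm emission) after 48 hr exposure of primary human leukocytes to compound together with anti-CD3 beads in the absence of co-stimulatory signals.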
S-ASM inh: Inhibitors of Secretory Acid Sphingomyelinase (S-ASM): qHTS; placental ASM, HMU-PC fluorogenic substrate, 60 min; Potency, µM (series often up to 57.5 µM), for inactives: top-dose activity change, negative = inhibition, most hits filed as inhibitors; actives 0.006% (n = 340,000); also: potency is read from the fitted curve at half-maximal effect
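Fluorescence read-out (Ex 386 nm, Em 447 nm) after stopping the reaction at pH 10. Enzyme: ASM from human placenta; substrate HMU-PC0, 9 uM final; 60 min, 37 °C. Compound preincubation 10 min, ambient temperature.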
CXXC DNA block: qHTS Fluorescence Polarization Assay for Inhibitors of MLL CXXC domain - DNA interaction; Histone-lysine N-methyltransferase 2A (Homo sapiens), Q03164; MLL-CXXC / FITC-HOXA9 DNA fluorescence polarization; Potency, µM (series often up to 115 µM), without a hit: at the highest dose activity change, negative = inhibition, most hits filed as inhibitors; actives 0.037% (n = 290,000); AID 2662, 2010; active = well fitted inhibition curve with a large enough effect in the polarisation, with a control signal flat, not every such curve was filed as active; inconclusive = small, poorly fitted or top-dose-only effect, or effect the other way, or a change in a side signal; inactive = no such curve, though single readings can be large or run the other way; the % refers to the polarisation; also: potency is read from the fitted curve at half-maximal effect
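Fluorescence polarization: 7 uM MLL-CXXC (stock) preincubated 5 min with compounds, then 50 nM fluorescein-HOX-A9 DNA (stock) added; 30 min ambient. Buffer 50 mM Tris-HCl pH 7.5, 50 mM NaCl, 1 mM DTT, 0.05% BSA.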
Integrin act MD: qHTS for Activators of Integrin-Mediated Alleviation for Muscular Dystrophy; alpha7betagal myoblasts, beta-gal FDG fluorescence, 48 h; Potency, µM (series often up to 38.3 µM), without a hit: top-dose activation, most hits filed as activators; actives 0.064% (n = 350,000); AID 624291, 2012;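 also: potency is read from the fitted curve at half-maximal effect; 100% = response of the positive control SU9516; nearly all actives have a fitted effect of over 60% in size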
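Alpha7betagal+/- myoblasts (passage 13) were plated 16-24 hr, then exposed to compounds (1:260 dilution of DMSO stock) for 48 hours at 37C. After MPER lysis, β-galactosidase reporter activity was read as FDG fluorescence (ex 480/em 540) after 30 minutes.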
Mito fusion act: qHTS Assay for Small Molecule Inhibitors of Mitochondrial Division or Activators of Mitochondrial Fusion. S. cerevisiae fusion-defective mutant growth rescue, CellTiterGlo 48 h. AID 485298, 2010. actives 0.23% (n = 320,000). Potency, µM (doses to about 46.1 µM), inactives show at the top dose growth rescue (activation), usual class: activators;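 also: potency is read from the fitted curve at half-maximal effect; % of control where 0% means no effect; nearly all actives have a fitted effect of over 45% in size; temperature-sensitive fusion mutants such as fzo1-1 at 37 °C on non-fermentable ethanol glycerol medium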
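S. cerevisiae fusion-defective temperature-sensitive mutants (e.g. fzo1-1, mgm1-5) grown 48 h at 37C in YPEG (ethanol/glycerol non-fermentable) medium with 23 nl compound per well; growth rescue read as CellTiterGlo luminescence.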
MBNL1 CUG block: qHTS Assay for Inhibitors of MBNL1-poly(CUG) RNA binding | Muscleblind-like protein 1 (Homo sapiens), Q9NR56 | TR-FRET MBNL1-His/biotin-(CUG)12 binding, 665/545 ratio | Potency, µM (doses to about 57.5 µM), without a hit: at the top dose activity change, negative = inhibition, hits mostly inhibitors | actives 0.036% (n = 280,000) | AID 2675, 2010; active = well fitted inhibition curve with a large enough effect in the signal ratio, with a control signal flat, not every such curve was filed as active; inconclusive = small, poorly fitted or top-dose-only effect, or effect the other way, or a change in a side signal; inactive = no such curve, though single readings can be large or run the other way; the % refers to the signal ratio; also: potency is read from the fitted curve at half-maximal effect; % is scaled to controls: 0 for no effect and ±100 for the full control effect
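His-tagged MBNL1 binding to biotinylated (CUG)12 RNA was measured by TR-FRET using terbium anti-His antibody (0.055 ng/ul final) and streptavidin-XL665 (5 nM final). Compounds were titrated 92 nM to 58 uM; 60 min at room temperature.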
PTAP TSG101 blk: qHTS Assay for Iinhibitors of HIV-1 Budding by Blocking the Interaction of PTAP/TSG101; Tumor susceptibility gene 101 protein (Homo sapiens), Q99816; Fluorescence polarization, FITC-PTAP peptide / Tsg101 binding; Potency, µM (series often up to 115 µM), without a hit: at the highest dose activity change, negative = inhibition, usual class: inhibitors; 340,000 tested, under 10 active; AID 493005, 2010; active = well fitted inhibition curve with a large enough effect in the main read-out, with a control signal flat, not every such curve was filed as active; inconclusive = small, poorly fitted or top-dose-only effect, or effect the other way, or a change in a side signal; inactive = no such curve, though single readings can be large or run the other way; also: potency is read from the fitted curve at half-maximal effect; % of control where 0% means no effect
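Fluorescence anisotropy tracks displacement of a FITC-tagged PTAP peptide (50 nM) from the Tsg101 binding domain (10 uM), following a 20 min room-temperature incubation at pH 7.5.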
Starred values were filed as active, the others as inactive; ? = inconclusive; nt = no result given; & = joins results of further samples; [ ] = remark or other dose. Unless noted, calls follow the shape of the dose curve; as a rule, active = well fitted curve in the direction sought with a large enough effect; inconclusive = small, poorly fitted or top-dose-only effect, or another doubt; inactive = no such curve, though single readings can be large; an effect the other way counts as inactive or inconclusive. These rows are one share of the data; the hit share may differ from the screen's.

Results follow in this order: PTAP TSG101 blk | Integrin act MD | TSHR antagonist | MBNL1 CUG block | CXXC DNA block | AT treatment | Menin MLL FP TR | Mito fusion act | TCR act | S-ASM inh
1: Cc1cccc(-n2c(=O)cc(N3CCN(c4ccc(F)cc4)CC3)[nH]c2=O)c1
→ -1% | -5% | -6 | -3% | -11% | 1% | 19% | -1% | -5%[46.1 µM] | 0%
2: O=c1c2ccccc2ncn1-c1ccc(Cl)cc1
→ 1%&5% | -9%&-1% | -3&1 | -2% | 0%&10% | 6%&-1% | nt | -1%&3% | -3%&-6% | -1%&1%
3: COCCn1c(SCC(=O)Nc2ccc(Cl)cn2)nc2ccccc21
→ -3% | -16% | 0 | -3% | -5% | -1% | 1% | 3% | 0% | 0%
4: CCCc1cc(=O)[nH]c(SCC(=O)Nc2ccc(Br)cc2)n1
→ -3% | -12% | -7 | -1% | -3% | -5% | nt | 2% | 4% | 0%
5: COC(=O)c1sc(-c2ccc(Cl)cc2)cc1NC(=O)COCC(=O)O
→ -1% | -14% | -12 | ? | -1% | 17% | nt | -3% | -1% | 69%[activator]
6: Cc1ccc(OCC(=O)Nc2ccc(N3CCN(C(=O)c4ccco4)CC3)cc2)c(C)c1
→ 1% | 13% | -3 | -1% | -8% | 3% | -26% | 3% | 0% | 1%
7: Cc1cccc(Nc2nc(NC(C)C)nc(Oc3ccc(=O)n(C)n3)n2)c1
→ -5% | -6% | -7 | 6% | 9% | -1% | 5% | 1% | -3% | -1%
8: O=S(=O)(Nc1cccc(-c2ccc(N3CCCCCC3)nn2)c1)c1ccccc1Cl
→ 0% | -16% | -16 | 15% | -1% | -8% | nt | -1% | -2% | -14%
9: O=C(NC1CCCC1)C(c1ccc(Cl)cc1)N1CCN(C2CCCCC2)CC1 (centres undefined)
→ 1% | -7% | -2 | -6% | 5% | 19% | nt | -1% | -3% | 2%
10: Cc1ccc(C)c(N2CCN(c3ccc(N4C(=O)COCC4=O)cc3[N+](=O)[O-])CC2)c1
→ -2% | 13% | 2 | 1% | 9% | 8% | ? | 1% | -1%[46.1 µM] | -2%
11: Cc1ccc(S(=O)(=O)NCCN2CCOCC2)c(C)c1
→ 0% | -3% | 1 | -8% | -1% | 1% | -2% | -3% | -18% | 0%
12: COc1cc(NC(=O)C(C)N2CCN(C(=O)C3CC3)CC2)cc(OC)c1 (centres undefined)
→ 0% | -21% | -1 | nt | nt | 1% | nt | -3% | 10% | 2%
13: COCCn1c(CN2CCN(c3ccc(F)cc3)CC2)nc2c1c(=O)n(C)c(=O)n2C
→ nt | nt | 3 | -13% | 3% | 1% | 1% | 6% | nt | nt
14: COc1ccc(CNC(=O)C(C)n2nc(C)n3c(cc4occc43)c2=O)cc1 (centres undefined)
→ -7% | 20% | 17 | 9% | -3% | 7% | nt | 1% | -5% | 0%
15: COc1ccc([N+](=O)[O-])c(OC)c1C(=O)NC(=O)Nc1c(F)cc(F)cc1F
→ 2% | -10% | -27 | ? | 42%[activator] | 6% | nt | 12% | -1% | 0%
16: CC(NC(=O)C(=O)N1CCOCC1)C(c1cccs1)N1CCN(c2ccccc2)CC1 (centres undefined)
→ -3% | 15% | 10 | -2% | -1% | 0% | nt | 1% | -5% | -1%
17: O=C(Nc1cccc(Cl)c1)c1ccc2c(c1)OCCO2
→ -2% | 7% | -14 | -2% | -1% | 1% | 15% | -13% | -4% | -3%
18: COc1ccc(CCCNC(=O)C2CCC(=O)N(Cc3ccccc3F)C2)cc1 (centres undefined)
→ 1% | 15% | 0 | 1% | 4% | 9% | nt | -2% | 4% | -1%
19: CC(SCc1ccccc1)C(=O)Nc1ccccc1-c1ccccc1 (centres undefined)
→ 5% | 14% | 12 | -1% | -3% | 3% | -9% | 16% | -8%[46.1 µM] | -1%
20: CCNC(=S)NNC(=O)CCn1cc(C)cn1
→ 1% | 26% | 5 | -3% | -10% | -5% | 1% | -1% | 6%[46.1 µM] | 1%

Some entries already given, reduced to TCR act, AT treatment and S-ASM inh:
item	Structure	TCR act	AT treatment	S-ASM inh
6	Cc1ccc(OCC(=O)Nc2ccc(N3CCN(C(=O)c4ccco4)CC3)cc2)c(C)c1	0%	3%	1%
7	Cc1cccc(Nc2nc(NC(C)C)nc(Oc3ccc(=O)n(C)n3)n2)c1	-3%	-1%	-1%
8	O=S(=O)(Nc1cccc(-c2ccc(N3CCCCCC3)nn2)c1)c1ccccc1Cl	-2%	-8%	-14%

More records
Results follow in this order: PTAP TSG101 blk | Integrin act MD | TSHR antagonist | MBNL1 CUG block | CXXC DNA block | AT treatment | Menin MLL FP TR | Mito fusion act | TCR act | S-ASM inh
21: Cc1cccc[n+]1CC(=O)N1c2ccccc2Sc2ccccc21
→ -7% | 0% | -7 | -7% | 4% | 0% | -11% | -1% | 0% | 0%
22: CNC(=O)c1sc(-c2ccccc2)nc1C
→ -7% | 7% | 18 | ? | 16% | 6% | -1% | 2% | 1% | 2%
23: CCSc1nnc(NC(=O)C(Cc2ccccc2)n2cccc2)s1 (centres undefined)
→ -5% | 4% | 0 | -3% | 4% | 2% | 10% | 1% | -8% | -1%
24: CN(C)S(=O)(=O)n1cnc([C@H]2c3c(ncn3Cc3ccccc3)C[C@H]3COC(=O)[C@@H]32)c1
→ -2% | 3% | 18 | nt | nt | 3% | nt | -12% | -47% | 3%
25: Cc1cc(=O)oc2cc(OCC3CC(c4ccccc4Cl)=NO3)ccc12 (centres undefined)
→ -4% | -13%[7.66 µM] | -12 | 3% | -2% | 4% | nt | 21% | nt | 15%
26: C=CCc1cccc2cc(C(=O)N(CC)CC)c(=O)oc12
→ -2% | -14% | -4 | 14% | 1% | 5% | 1% | -1% | -3% | 2%
27: CCOc1ccc(C(=O)Cc2ccc3oc(C(=O)O)cc3c2)c(O)c1
→ -1% | 2% | -2 | 1% | -24% | -3% | ? | 0% | 0% | 5%
28: CC(NC(=O)c1ccc(Br)cc1)c1ccccc1 (centres undefined)
→ 0% | 11% | 8 | 1%[11.5 µM] | -1% | 3% | 1% | -42%[inhibitor] | -5%[46.1 µM] | 1%
29: CC(NC(=O)C1CCC(C(C)(C)C)CC1)C(c1ccccc1)N1CCOCC1 (centres undefined)
→ -1% | -17% | 0 | -4% | -3% | 10% | -26% | 10% | -1% | 0%
30: Cc1nc2cc(-c3ccccc3)nn2c(C)c1CCC(=O)NC(C)c1ccc2c(c1)OCCO2 (centres undefined)
→ -2% | 2% | -8 | 5% | -1% | 15% | -3% | 20% | 2% | -11%
31: COc1ccc(CCN(Cc2cccs2)S(=O)(=O)c2ccc(C(=O)O)cc2)cc1OC
→ 0% | 17% | 1 | -13% | -7% | -8% | ? | 2% | -2% | 8%
32: CC(=O)c1ccccc1NC(=O)COc1ccc(N(C)S(=O)(=O)c2ccc(C)c(C)c2)cc1
→ -7% | -32% | -21 | nt | nt | 9% | nt | -1% | -5% | -1%
33: CN1OC[C@@H]2CN(C(=O)CCc3ccccc3)[C@H](c3cccc(N4CCOCC4)c3)C[C@@H]21
→ -4% | -14% | nt | nt | nt | nt | nt | nt | 1% | 4%
34: O=C(NC1CCCCC1)N(C1=NCCCCC1)c1ccc(Br)cc1
→ -2% | -1% | 1 | -14% | -3% | 1% | 1% | -17% | 1%[46.1 µM] | 3%
35: COc1ccc(-c2nc(N)ncc2-c2ccccc2)c(O)c1
→ 0% | -4% | -1 | 109%[activator] | 8% | -2% | 25% | -10% | 0% | -3%

Assay outcomes from PubChem.
